S100A4 inh HTS = inhibitors of human S100A4 binding to myosin IIA peptide; P26447; S100A4/TAMRA-MyoIIA peptide fluorescence polarization; inhibition, % at 10.7 µM; hit rate 0.14% among 360,000;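 active = mean inhibition of at least 70% across replicates, with every replicate also reaching that level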
Target sequence (P26447 whole entry, looked up): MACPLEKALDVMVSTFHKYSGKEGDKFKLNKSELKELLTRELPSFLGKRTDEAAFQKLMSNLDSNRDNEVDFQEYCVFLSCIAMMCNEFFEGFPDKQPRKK
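System – human S100A4 monomer protein, biochemical binding assay · Buffer or medium – Calcium-containing HEPES buffer, pH 7.2 · Timing – 5 min between mix addition and reading · Also added – TAMRA-labelled myosin IIA heavy-chain peptide probe, 5 nM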
PGC1a acetyl inh = PGC1a acetylation modulation, inhibitor mode. U2OS PGC1a acetylation, AlphaScreen anti-acetyl-lysine; with virally co-expressed GCN5 acetyltransferase. inhibition, % at 15.6 µM. hit rate 0.17% among 350,000;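 active = every replicate shows inhibition of at least 40%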;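 note: 0% = neutral control wells and 100% = positive control wells; some results beyond the cut were filed as inactive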
Cneo AK release = Cryptococcus neoformans lysis via adenylate kinase release; hit rate 0.2% among 360,000; C. neoformans lysis, adenylate kinase release luminescence, 4 h; normalised: neutral wells 0, clomiphene wells 100; lysis activity, % at 15 µM;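 active = mean lysis activity across replicates of at least 80%, whatever share of replicates individually reach that level; inactive = mean lysis activity below 80%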
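Assay system: Cryptococcus neoformans yeast cells / Dosing: single-point compound dose / Timing: 4 h at 37 °C static, read 1 h later / Measured by: luminescence of released adenylate kinase using an AK detection reagent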
C2C12 statin = protects C2C12 myotubes from simvastatin toxicity; ATP luminescence, 48 h; scaled: DMSO 0, geranylgeraniol control 100; rescue of ATP level, % at 7.49 µM; hit rate 0.78% among 330,000; AID 602340;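 active = mean ATP rescue above about 67%, or every replicate alone reaching that limit, limit read from the data, passing the limit was not always enough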;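 note: myotubes were challenged with 10 µM simvastatin during compound exposure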
SIRT5 block = blocks human SIRT5 desuccinylation of peptide. hit rate 1.1% among 330,000. inhibition, % at 15 µM. Q9NXA8. AID 652115. Purified SirT5, succinyl-peptide AMC, trypsin-coupled fluorescence; in the data active = inhibition above about 15%
Target sequence (Q9NXA8 whole entry, looked up): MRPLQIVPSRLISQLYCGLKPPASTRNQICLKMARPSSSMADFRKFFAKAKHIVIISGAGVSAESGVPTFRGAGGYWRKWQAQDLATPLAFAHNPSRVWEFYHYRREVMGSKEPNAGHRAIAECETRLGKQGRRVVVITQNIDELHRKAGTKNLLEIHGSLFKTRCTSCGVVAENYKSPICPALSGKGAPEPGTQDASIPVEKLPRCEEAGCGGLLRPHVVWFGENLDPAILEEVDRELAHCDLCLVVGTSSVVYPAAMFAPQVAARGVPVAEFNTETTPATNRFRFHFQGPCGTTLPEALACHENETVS
Xi reactivation = activators of X-chromosome reactivation in mouse fibroblasts; XiGFP mouse fibroblasts, % GFP-positive cells imaging, 3 d; cells co-treated with 5-aza-dC sensitizer; scaled so ellipticine positive control = 100%; activation, % at 7.58 µM; hit rate 0.055% among 360,000; AID 743238;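 active = mean normalized replicate activation at least 10% and every replicate at or above 10%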;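 note: 0% = median of on-plate neutral control wells and 100% = ellipticine 6 µM median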
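System: 68-5-11 XiGFP fibroblast line | Buffer or medium: DMEM containing 5-aza-dC | Compound: Single point | Times: Compounds 3 days, fix/stain 15 min at room temperature | Benchmarks: Positive control ellipticine, 6 µM final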
ERAP1 inh = ERAP1 (human) enzyme inhibition. Q9NZ08. recombinant ERAP1, Leu-AMC fluorescence, 60 min. inhibition, % at 10.7 µM. hit rate 0.15% among 340,000;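 active = mean replicate inhibition of at least 30%, or all replicates individually reaching that 30% level; inactive = mean below 30% and not every replicate reaching it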;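 note: 0% = neutral control wells and 100% = L-leucinethiol positive control wells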
LGR2 inh = Drosophila LGR2 receptor signaling inhibition. AID 720647. hit rate 0.35% among 380,000. HEK293 LGR2, CRE-luciferase, bursicon-stimulated, 4 h. inhibition, % at 9.99 µM;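 active = drop in luminescence signal, shown as inhibition above about 50% in the replicate tests, limit read from the data, passing the limit was not always enough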;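 note: agonist challenge used bursicon conditioned medium at about half maximal strength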
* hit, by the source's call; · = no result given.

SMILES,SIRT5 block,LGR2 inh,Cneo AK release,PGC1a acetyl inh,ERAP1 inh,C2C12 statin,Xi reactivation,S100A4 inh HTS
CC(C)C(NC(=O)C(NC(=O)C1O[C@@H]2OC(C)(C)O[C@@H]2[C@H]2OC(C)(C)O[C@@H]12)C(C)C)C(=O)O (stereo partly drawn),-4.2,0.9,-0.4,·,-1.6,·,0.2,2.4
CC(C)Cc1nc2oc3c(Cl)ncnc3c2c2c1CCCC2,-0.7,6.0,-3.7,-5.6,2.1,5.7,-0.1,-3.9
COc1cccc(S(=O)(=O)N(C)C[C@@H]2Oc3ncc(C#Cc4ccc(C(F)(F)F)cc4)cc3C(=O)N([C@H](C)CO)C[C@@H]2C)c1,1.8,22.6,-8.4,-29.7,0.4,-98.1,-0.5,-6.0
COc1cccc(-n2c(SCC#N)nnc2-c2cnccn2)c1,-2.6,3.4,-4.7,·,0.7,-4.7,·,4.1
COCC(=O)Nc1ccc2c(c1)C(=O)N(C)C[C@H](OC)[C@H](C)CN(C(=O)c1cnccn1)[C@@H](C)CO2,0.7,-8.1,-6.2,-14.6,1.1,3.5,0.1,24.0
C=CCOc1ccc(C2/C(=C(/O)c3ccc4c(c3)CC(C)O4)C(=O)C(=O)N2CCCN2CCOCC2)cc1 (stereo not drawn),0.3,-3.5,-0.5,8.9,2.9,0.2,0.2,-9.2
CCOC(=O)[C@]12CCCC=C1N(Cc1ccccc1)C(=O)[C@H](CC(=O)NCC13CC4CC(CC(C4)C1)C3)C2,0.6,22.7,·,·,·,·,0.1,2.1
C[C@@H]1CN([C@@H](C)CO)C(=O)c2cc(NC(=O)Cc3cn(C)c4ccccc34)ccc2O[C@@H]1CN(C)C(=O)NC1CCCCC1,4.5,3.5,-1.9,-24.2,-0.1,-23.5,-0.9,-5.1
Cc1cc(Br)ccc1NC(=O)C1CCN(S(=O)(=O)c2cnc[nH]2)CC1,-0.2,-6.5,-1.4,4.1,2.8,-4.8,0.2,0.9
O=C(O)C1CCN(C(=O)COc2ccc(Br)cc2)CC1,-2.1,7.3,-2.1,-1.1,-0.6,10.8,0.0,0.8
CCc1nc2nc(C)c(NS(=O)(=O)c3ccc(Cl)cc3)c(=O)n2[nH]1,·,7.6,1.3,-8.4,-0.9,-10.6,0.1,-5.8
O=C(NCCN1CCOCC1)C1(C(F)(F)F)C/C(=C\Cc2ccccc2)CCCO1 (stereo not drawn),·,9.1,4.3,-7.0,·,-1.0,-0.3,-11.7
COc1ccccc1NC(=O)Nc1ccc2c(c1)C(=O)N(C)C[C@H](OC)[C@@H](C)CN[C@H](C)CO2,-5.6,-14.7,-2.4,-1.5,-0.8,-15.4,0.0,-4.3
NS(=O)(=O)c1ccc(CNC(=O)c2ccc(NS(=O)(=O)c3cccs3)cc2)cc1,2.8,-14.9,-0.1,·,-4.8,-2.7,-0.1,-0.2
Cc1ccc2cc(CCNC(=O)c3ccc(C)c([N+](=O)[O-])c3)c(=O)[nH]c2c1,·,4.3,1.2,·,4.5,·,0.1,7.5
Cc1ccc(-c2nnc(-c3cccs3)o2)cc1,-2.1,-11.3,·,3.8,-2.5,·,-0.1,-1.6
COc1ccccc1C(=O)NC(=O)COC(=O)c1cccc(OC(F)F)c1,2.0,7.9,-0.2,·,1.6,5.9,0.1,-2.9
CCOc1ccc(CNC(=O)C(C)n2nc(C)c3c(C)n(-c4ccccc4)nc3c2=O)cc1 (stereo not drawn),-2.6,-19.8,-0.1,0.5,-1.1,-4.4,0.0,0.8
COc1cccc(-c2csc(N3CCN(C(=S)Nc4cccc(C)c4)CC3)n2)c1,0.9,3.1,·,·,-0.5,·,0.0,-4.0
Cc1nc(-c2cc(C#N)c(=O)[nH]c2C)cs1,-2.8,·,-1.5,3.5,0.2,·,0.1,-0.1
N#CCSc1nc2ccccc2c(=O)n1CCC(=O)NC1CCCCC1,1.2,·,·,7.3,2.4,17.3,·,-0.1
COc1ccc(C(=O)CSc2nnc(C3CC3)n2N)cc1,·,-0.5,3.8,-0.2,·,26.7,·,·
CCN1C(=O)c2ccccc2S(=O)(=O)c2ccc(C(=O)NCC(OC)OC)cc21,-3.6,-6.6,0.0,·,-5.8,-12.2,0.1,-3.1
Cc1ccc(S(=O)(=O)N(C)C[C@H]2Oc3c(NC(=O)C4CCCCC4)cccc3C(=O)N([C@@H](C)CO)C[C@H]2C)cc1,7.2,·,5.6,·,-5.5,-22.9,·,-6.7
Cc1cccc(NC(=O)COC(=O)CCc2c[nH]c3ccccc23)c1C,3.5,0.0,-1.5,-0.2,-0.3,0.3,0.0,-1.4

Given with each value named: 3 of the compounds above.
O=C(O)C1CCN(C(=O)COc2ccc(Br)cc2)CC1
  SIRT5 block: -2.1
  LGR2 inh: 7.3
  Cneo AK release: -2.1
  PGC1a acetyl inh: -1.1
  ERAP1 inh: -0.6
  C2C12 statin: 10.8
  Xi reactivation: 0.0
  S100A4 inh HTS: 0.8

CCc1nc2nc(C)c(NS(=O)(=O)c3ccc(Cl)cc3)c(=O)n2[nH]1
  SIRT5 block: ·
  LGR2 inh: 7.6
  Cneo AK release: 1.3
  PGC1a acetyl inh: -8.4
  ERAP1 inh: -0.9
  C2C12 statin: -10.6
  Xi reactivation: 0.1
  S100A4 inh HTS: -5.8

O=C(NCCN1CCOCC1)C1(C(F)(F)F)C/C(=C\Cc2ccccc2)CCCO1 (stereo not drawn)
  SIRT5 block: ·
  LGR2 inh: 9.1
  Cneo AK release: 4.3
  PGC1a acetyl inh: -7.0
  ERAP1 inh: ·
  C2C12 statin: -1.0
  Xi reactivation: -0.3
  S100A4 inh HTS: -11.7

(next part)
SMILES,SIRT5 block,LGR2 inh,Cneo AK release,PGC1a acetyl inh,ERAP1 inh,C2C12 statin,Xi reactivation,S100A4 inh HTS
C=CCNC(=O)CN1CCN(Cc2ccc3c(c2)OCO3)CC1,-3.5,-4.4,2.6,·,-5.9,6.4,-0.1,4.6
C=CCn1c(SCC(=O)Nc2cc(NC(C)=O)ccc2OC)nnc1-c1cccnc1,-1.2,18.4,-1.6,·,1.5,1.1,·,-2.8
COc1cccc(S(=O)(=O)N[C@H]2CC[C@H](CC(=O)NCc3ccc(Cl)cc3)O[C@@H]2CO)c1,-0.3,16.1,2.4,-1.8,0.6,6.7,-0.2,5.4
CCC(C(=O)OCC(=O)NCc1ccc2c(c1)OCO2)c1ccccc1 (stereo not drawn),-13.4,22.2,2.5,-4.0,-1.7,6.2,0.1,-0.9
Cc1ccc(-n2c(=O)c3sccc3n(CC(=O)NC3CCCC3)c2=O)cc1,-3.5,7.7,2.9,-4.3,1.0,-6.5,0.0,25.4
CC(=O)c1ccc(Nc2cc(C)nc3ncnn23)cc1,1.1,-7.2,-0.5,3.6,-0.4,3.9,0.1,10.1
O=C(O)CC(SCC(=O)Nc1ccccc1)C(=O)O (stereo not drawn),·,-14.6,·,·,0.4,·,0.0,2.7
O=C(NC1CCCC1)[C@@H]1[C@@H](CO)[C@@H]2Cn3c(ccc(-c4cccc(F)c4)c3=O)[C@H]1N2,-47.5,-7.0,-4.1,-3.3,·,-4.2,-0.1,5.0
O=C(C1CC1)N1[C@H](CO)[C@@H]2c3ccccc3N(S(=O)(=O)c3ccc(F)cc3)C[C@@H]21,-3.4,-9.8,-2.7,-6.8,-2.6,3.1,0.2,1.8
C[C@@H]1CN([C@@H](C)CO)C(=O)c2c(c3ccccc3n2C)-c2ccccc2CO[C@H]1CN(C)S(C)(=O)=O,-6.8,-11.4,0.8,-3.4,1.1,·,-0.1,0.0
CCOC(=O)[C@]12CCC=C1N(CCC1=CCCCC1)C(=O)[C@H](CC(=O)NCCCCc1ccccc1)C2,0.6,17.3,·,·,-1.4,·,0.3,-1.6
CN(C)c1ccc(NC(=O)COC(=O)CNC(=O)c2cccs2)cc1,-0.9,-10.9,1.9,3.3,0.9,3.9,-0.2,2.7
COc1ccc(N2CC(C(=O)OCC(=O)Nc3ccccc3C)CC2=O)cc1 (stereo not drawn),-3.7,-6.5,0.3,6.8,-0.1,13.6,0.0,1.2
O=C(O)C1CC=CCC1C(=O)NC1CCCCC1 (stereo not drawn),-3.4,-13.4,-2.0,-8.2,-1.7,1.7,-0.1,3.2
Cc1ccccc1CNC(=O)C(=O)Nc1nccs1,-6.7,-13.7,·,-4.1,-3.9,·,0.0,0.6
COCCNC(=O)C[C@@H]1CC[C@@H]2[C@H](COC[C@H](O)CN2S(=O)(=O)c2ccccc2C)O1,2.2,13.5,-1.4,-3.3,-1.8,1.1,0.1,19.1
COCC#Cc1ccc2c(c1)O[C@H](CN(C)C(=O)CN(C)C)[C@@H](C)CN([C@H](C)CO)S2(=O)=O,1.5,13.3,0.3,8.9,0.2,13.7,-0.1,-2.4
COc1cccc(-c2nc(CS(=O)(=O)CC(=O)Nc3ccccc3Cl)c(C)o2)c1,0.0,15.2,-1.4,-3.4,-5.8,7.5,0.0,1.4
CS(=O)(=O)N1CCC(C(=O)NCc2ccc3c(c2)OCO3)CC1,-3.4,1.8,1.7,0.6,2.1,-6.7,0.0,-3.8
O=C(NCc1cccs1)c1csc([C@@H]2O[C@H](CO)[C@H](O)[C@H](O)[C@H]2O)n1,·,-8.5,-0.6,5.2,-4.0,2.8,0.0,2.3
CCn1cc(/C=C/c2cc[n+](C)cc2)c2ccccc21,7.2,12.1,-0.5,-3.0,13.0,-260.7,0.0,-22.2
C[C@@H]1CN([C@H](C)CO)C(=O)c2cc(NS(=O)(=O)c3cn(C)cn3)ccc2O[C@@H](C)CCCCO[C@H]1CN(C)Cc1ccccc1,2.0,14.7,-1.1,14.8,3.6,·,0.0,9.7
O=C(Nc1ncccc1O)c1ccc(Cl)c(S(=O)(=O)N2CCCC2)c1,·,4.7,-1.8,3.3,3.7,10.1,0.0,3.6
c1ccc(CSc2nccc(-c3ccco3)n2)cc1,0.5,-33.3,-1.9,4.1,1.2,4.2,0.3,-3.0
C[C@@H]1CN([C@@H](C)CO)C(=O)c2cc(NC(=O)Nc3ccc4c(c3)OCO4)ccc2O[C@@H](C)CCCCO[C@@H]1CN(C)Cc1ccc2c(c1)OCO2,9.7,20.5,-1.8,-10.8,-1.4,·,-0.1,-24.4

More entries follow:
SMILES,SIRT5 block,LGR2 inh,Cneo AK release,PGC1a acetyl inh,ERAP1 inh,C2C12 statin,Xi reactivation,S100A4 inh HTS
CN(C)c1ccc(CN(Cc2ccco2)C(=O)c2ccco2)cc1,-2.9,-27.4,1.0,·,8.2,2.0,0.0,-0.6
CC(C)(C)[C@@H]1C=C(C(N)=O)O[C@H](OCCCCO)C1,-0.7,0.2,-1.4,4.8,-6.0,8.6,-0.1,-1.4
COc1cccc(NC(=O)N2C[C@H](O)COC[C@@H]3O[C@H](CC(=O)NC4CCC4)CC[C@H]32)c1,0.0,-21.3,-2.3,1.4,-0.6,-6.6,0.2,-0.5
Cc1ccccc1-n1nc(C(=O)O)cc1-c1ccccc1,·,33.3,-1.3,8.4,·,7.2,·,·
COc1ccc(COC(=O)NC(C(=O)O)c2ccccc2)cc1 (stereo not drawn),·,-12.5,-2.1,-2.8,-1.2,9.2,-0.1,-15.4
CC(C)=CC(=O)OCC(=O)Nc1cc(C)ccc1C,1.3,-18.4,·,11.1,0.6,·,0.2,-1.5
CCNC(=O)Nc1ccc2c(c1)C(=O)N(C)[C@H]1CC[C@@H](CC(=O)N[C@H](C)c3ccccc3)O[C@@H]1CO2,6.8,-7.6,6.3,·,-1.3,-13.0,0.1,-7.8
CCCN(CC(=O)Nc1ccccc1C)C(=O)c1cc(C)oc1C,-3.5,5.3,3.6,·,1.3,6.6,0.1,-1.5

Only part of the results is shown, so the mix of outcomes need not match the whole.
